OX1R antag-1: human HCRTR1 antagonism; 0.43% of 330,000 active; inhibition, % at 5 µM; AID 434989; O43613; CHO/OX1R cells, Fluo-8 calcium fluorescence, orexin A;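 active = inhibition above its plate's threshold, mean inhibition of all tested compounds on the plate plus 3 SD, cut at about 37% in these data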;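 note: 0% = orexin A challenge wells and 100% = SB-334867-A antagonist wells; not every result past the cut was called active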
Target sequence (O43613 whole entry, looked up): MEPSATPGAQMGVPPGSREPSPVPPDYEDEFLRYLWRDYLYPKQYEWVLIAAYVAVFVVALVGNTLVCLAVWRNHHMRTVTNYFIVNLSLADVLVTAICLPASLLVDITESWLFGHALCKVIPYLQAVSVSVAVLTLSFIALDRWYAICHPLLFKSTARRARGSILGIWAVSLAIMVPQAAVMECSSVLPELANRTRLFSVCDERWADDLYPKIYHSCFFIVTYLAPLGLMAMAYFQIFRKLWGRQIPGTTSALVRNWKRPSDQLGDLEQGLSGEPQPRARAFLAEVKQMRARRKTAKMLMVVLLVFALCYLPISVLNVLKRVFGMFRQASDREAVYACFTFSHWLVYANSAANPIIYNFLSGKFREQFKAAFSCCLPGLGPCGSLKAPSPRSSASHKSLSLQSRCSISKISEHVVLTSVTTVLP
OX1R antag-2: OX1R (human) antagonism; OX1R-expressing cells, FRET antagonist read-out; AID 485270; O43613; inhibition, % at 6.6 µM; 1.8% of 330,000 active; in the data active = inhibition mostly above about 38%, no sharp cut-off; inactive = mostly below about 40%;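 note: 0% = agonist challenge alone and 100% = reference antagonist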
* = called active by the depositor.

Order of results – OX1R antag-1	OX1R antag-2
CC(=O)N/C(=C\c1ccccc1)C(=O)OC(C)C(=O)N(C)c1ccccc1 (centres undefined)
  0	18
O=C(c1ccc(Cl)cc1)N(Cc1ccccc1F)N1C(=O)CCCC1=O
  -23	8
O=S(=O)(c1cccc(-c2nnc3n2CCCCC3)c1)N1CCOCC1
  -10	3
Cc1ccc(/C=C(/NC(=O)c2ccccc2)C(=O)NCCc2c[nH]c3ccccc23)o1
  4	41
O=C(N1CCCCC1)C12CC3CC(C1)CC(C(=O)N1CCCCC1)(C3)C2
  -36	11
Cc1nn(-c2ccccc2)c(Cl)c1C(=O)NC1CCCCC1
  -17	21
Cc1ccc(C(=O)OCc2nnc(-c3ccccc3)o2)o1
  -12	17
CN(C)C(=O)CSC1c2ccccc2C(=O)N1c1ccccc1 (centres undefined)
  -6	15
CSc1ncccc1C(=O)OCC(=O)NC1CCCc2ccccc21 (centres undefined)
  5	21
CCS(=O)(=O)/N=C(\N)c1ccccc1
  -11	-4
Cc1ccc2nc(N3C(=O)C(O)=C(C(=O)c4ccc(C)o4)C3c3ccco3)sc2c1 (centres undefined)
  1	6
COc1ccc(NC(=S)N2CCCN(Cc3cc(C)ccc3C)C2)cc1
  -31	12
Cc1ccc(S(=O)(=O)N(C)C)cc1NC(=O)c1c(-c2c(F)cccc2Cl)noc1C
  -32	10
CCOC(=O)N1CCC(N2Cc3cccc(C(=O)NCC4CCN(CC(C)C)C4)c3C2=O)CC1 (centres undefined)
  -26	12
O=C1CSC(=S)N1c1cccnc1
  -12	23
NC(=O)c1ccccc1OCC(=O)NC12CC3CC(CC(C3)C1)C2
  -7	8
COc1ccc(C(=O)NCC(=O)OCC(=O)N2CC(C)OC(C)C2)cc1OC (centres undefined)
  -7	13
CCC(C)c1ccc(S(=O)(=O)N2CCN3CCCC3C2)cc1 (centres undefined)
  -11	13
Cc1cc(C)c(C(=O)N2CCCC(CNS(=O)(=O)c3cccs3)C2)o1 (centres undefined)
  -24	19
COc1ccc(NC(=O)CN2C(=O)CSc3ccc(S(=O)(=O)N4CCC(C)CC4)cc32)cc1
  -11	4
COc1ccc(C(=O)N/C(=C/c2cccs2)C(=O)NCCCn2ccnc2)cc1OC
  12	9
CC(=O)NC1CCCc2c1cnn2-c1ccc(C(C)(C)C)cc1 (centres undefined)
  -3	8
COc1ccc(C(=O)COC(=O)CNC(=O)c2cccs2)cc1Br
  -22	8
CCc1ccc(N2CC(C(=O)N/N=C/c3cc([N+](=O)[O-])ccc3O)CC2=O)cc1 (centres undefined)
  -12	16
Cc1ccc(/C=C/c2ccc(N(C)C)cc2)[n+](C)c1
  -8	39*
Cc1cc(OCc2cc(C(=O)NCCN3CCCCC3CO)no2)cc(C)c1Cl (centres undefined)
  1	14
COc1ccc(OC)c(NC(=O)c2ccc3c(c2)C(=O)N(c2ccc(OC(C)=O)cc2)C3=O)c1
  -17	4
O=C(Nc1sc2c(c1C(=O)NCc1cccnc1)CCCC2)c1ccco1
  -9	15
Cn1cccc1C(=O)NC(=O)COC(=O)c1ccccc1O
  -10	9
COCCCNC(=S)Nc1cc(C)c(C)cc1C
  -9	11
Cc1ccc2cc(CN(c3ccc(C)c(C)c3)S(C)(=O)=O)c(=O)[nH]c2c1
  -50	9
CCOc1ccc(N2C(=O)c3cccnc3C2Nc2ccc(OC)cc2)cc1 (centres undefined)
  -9	6
CCc1ccc(NC2=NCC(c3ccccc3)S2)cc1 (centres undefined)
  -16	17
O=C1CCc2cc(S(=O)(=O)Nc3ccccc3Cl)ccc2N1
  -18	-1
CC(C)(C)NC(=O)C(c1ccc(-c2ccccc2)cc1)N(C[C@H]1CC[C@@H]([C@@H]2CC[C@H](CO)O2)O1)C(=O)c1ccc(C(C)(C)C)cc1 (some centres undefined)
  15	-4
CCOc1ccc(C2CC(c3ccccc3)Nc3nc(N)nn32)cc1 (centres undefined)
  1	15
O=C(/C=C/c1ccccc1Cl)Nc1ccc(S(=O)(=O)Nc2ncccn2)cc1
  0	1
O=C(/C(=C/c1ccccc1)c1ccccc1)N1CCCCC1
  -23	21
O=C(CCN1C(=O)C2C3C=CC(C3)C2C1=O)NC1CCCCC1 (centres undefined)
  -2	14
COC(=O)COc1ccc(S(=O)(=O)Nc2ccccc2SC)cc1
  -6	1
CCc1ccc2c(c1)[C@H]1OCC[C@H]1[C@@H](c1cccs1)N2
  -34	10
Cc1cnc(-c2nnc(N(C)C(=O)C3CCOC3)s2)cn1 (centres undefined)
  -17	32
O=C(NCc1nc(-c2ccc(Cl)cc2)no1)c1ccc2c(c1)OCO2
  -12	19
O=C(C1=C[C@@H](c2ccccc2)C[C@@H](OCc2ccc(CO)cc2)O1)N1CCOCC1
  -6	2
Cc1cccc(C2CC(c3ccccc3)Nc3ncnn32)c1 (centres undefined)
  8	13
CN(Cc1ccccc1F)Cc1cc(=O)oc2cc(O)c(Cl)cc12
  -9	28
COc1ccc(C(=O)NCC(=O)N/N=C/c2ccc(C)o2)cc1OC
  1	14
CC(=O)c1ccc(NS(=O)(=O)c2cc3c(cc2C)N(C(C)=O)CCO3)cc1
  -19	11
CN1C(c2ccc(F)cc2)=CS/C1=C(/C#N)c1nnc(N2CCOCC2)n1-c1ccccc1
  0	3
CSCCC(NC(=O)/C(=C/c1ccco1)NC(=O)c1ccco1)C(=O)O (centres undefined)
  -4	6
COc1ccccc1NC(=O)C(C)N1C(=O)c2ccccc2C1=O (centres undefined)
  -7	5
O=C(NC12CC3CC(CC(C3)C1)C2)c1cc(F)c(F)c(F)c1F
  -31	15
Cc1cc(C=O)c(C)n1-c1ccc(N2CCCCC2)c([N+](=O)[O-])c1
  13	17
O=C(Cc1cccs1)N[C@@H]1c2ccccc2CC[C@H]1OCc1ccccc1
  11	6
CC1(C)C(=O)C2(CCCCC2)C(=O)OC1c1cccs1 (centres undefined)
  -6	13
Cc1onc(-c2ccccc2)c1C(=O)N/N=C/c1c(F)cccc1Cl
  -5	3
COC(=O)C1C(=O)C2=C(CC1C)NC(C)=C(C(=O)OC(C)C)C2c1ccc(C)o1 (centres undefined)
  -15	22
CCOC(=O)N1CCN(CC(O)COc2ccc(OC)cc2C(C)(C)C)CC1 (centres undefined)
  -39	22
N#Cc1nc(COc2ccc(Br)cc2)oc1N1CCCCCC1
  -27	11
CCOC(=O)Cc1csc(NC(=O)c2csc3c2CCCC3)n1
  -27	15

By substructure, those above containing a nitro group on carbon.
Order of results – OX1R antag-1	OX1R antag-2
CCc1ccc(N2CC(C(=O)N/N=C/c3cc([N+](=O)[O-])ccc3O)CC2=O)cc1 (centres undefined)
  -12	16
Cc1cc(C=O)c(C)n1-c1ccc(N2CCCCC2)c([N+](=O)[O-])c1
  13	17

Back to the main list, starting three compounds before the break.
Order of results – OX1R antag-1	OX1R antag-2
CCOC(=O)N1CCN(CC(O)COc2ccc(OC)cc2C(C)(C)C)CC1 (centres undefined)
  -39	22
N#Cc1nc(COc2ccc(Br)cc2)oc1N1CCCCCC1
  -27	11
CCOC(=O)Cc1csc(NC(=O)c2csc3c2CCCC3)n1
  -27	15
O=C(CC(c1ccccc1)c1ccccc1)NCC1CCCO1 (centres undefined)
  -19	7
CCn1cc(Br)c(C(=O)Nc2sc3c(c2C(N)=O)CCCC3)n1
  -32	26
O=S(=O)(c1cccc2nonc12)N1CCN(c2cccc(Cl)c2)CC1
  -13	18
O=C(Nc1cccc(Cl)c1)c1nc[nH]c1C(=O)NCCN(CCNC(=O)c1[nH]cnc1C(=O)Nc1cccc(Cl)c1)CCNC(=O)c1[nH]cnc1C(=O)Nc1cccc(Cl)c1
  -12	8
CCOC(=O)C1=C(O)CSC1=Nc1ccc(Cl)cc1
  -16	2
Cc1ccc(S(=O)(=O)Nc2ccc(N(C)C)cc2)cc1
  -26	19
CC(C)C(NC(=O)c1ccccc1F)C(=O)NCc1ccc(F)cc1 (centres undefined)
  -29	15
Cc1ccc(-n2c(SCC(=O)Nc3cccc(S(=O)(=O)NC4=NCCCCC4)c3)nc3ccccc3c2=O)cc1
  -17	11
O=C(c1cn2ccccc2n1)N1CCc2c([nH]c3ccccc23)C1c1ccccn1 (centres undefined)
  -19	6
CCS(=O)(=O)N1CCCC(C(=O)NCCc2ccc(C)cc2)C1 (centres undefined)
  -8	-7
Cc1cc(Cl)ccc1NNC(=O)c1snnc1C
  -10	14
O=C1CN(C(=O)N[C@@H](Cc2ccccc2)C(=O)N[C@H](C(=O)O)c2ccccc2)c2ccccc2N1
  2	5
COC(=O)c1ccc(NC(=O)CSc2nc3ncccc3[nH]2)cc1
  -24	9
CS(=O)(=O)N(CC(=O)NCc1ccccn1)Cc1ccc(Cl)cc1
  -23	13
Cc1ccc(N(C(=O)CNC(=O)c2ccco2)C(C(=O)NC2CCCC2)c2cccnc2)cc1C (centres undefined)
  -29	24
COc1ccc(NC(=S)N(CCC(C)C)C2CCN(C(C)C)CC2)cc1Cl
  -14	-5
COc1cc(CNCc2ccco2)ccc1OCc1ccccc1
  -27	11
CCOC(=O)C1CCN(C(=O)CN(c2ccc(Oc3ccccc3)cc2)S(C)(=O)=O)CC1
  -21	19
O=C(Nc1ccc(N2CCCC2)cc1)C(c1ccccc1)c1ccccc1
  -6	24
COCC1CCCC1OS(N)(=O)=O (centres undefined)
  -6	9
O=C(O)c1ccc(OCC(O)Cn2c3ccccc3c3ccccc32)cc1 (centres undefined)
  32	13
O=C(C(=O)N1CCN(c2ccccc2)CC1)c1cn(CC(=O)N2CCCCCC2)c2ccccc12
  -23	30
Cc1cc(C)n(-c2nc3ccccc3c(=O)n2OCC(=O)N(C)C)n1
  -18	4
CCOC(=O)c1sc(NC(=O)CSc2ncn[nH]2)c(C#N)c1C
  -19	8
O=S(=O)(c1ccc(NC(=S)NN=C2CCCCC2)cc1)N1CCOCC1
  -29	10
O=C(c1cccc(F)c1)N1CCC(N2CCOCC2)CC1
  -12	13
c1ccc(C2=NN(c3ccccc3)CC2)cc1
  -4	15
COc1ccccc1Nc1ncnc2nc[nH]c12
  -15	10
COc1ccc(C(=O)NCCCNC(=O)c2cc3ccccc3[nH]2)cc1OC
  -5	70*
CCOC(=O)c1nn(-c2ccccc2C)c(=O)cc1OCC(=O)Nc1cccc(OC)c1
  -13	9
Cc1ccc(Cn2ncn3c(cc4ccccc43)c2=O)cc1
  -16	11
Cc1cc(C)n2c(=S)[nH]nc2n1
  -3	7
O=C(NN(CC(O)COc1ccccc1)CC(O)COc1ccccc1)c1ccccc1 (centres undefined)
  -5	17
C/C(=N\NC(=S)NC(C)C)c1ccc(C(C)(C)C)cc1
  -25	5
CSCCC(NC(=O)c1ccccc1Cl)C(=O)N1CCN(C(c2ccccc2)c2ccccc2)CC1 (centres undefined)
  -30	26
COc1ccc(CCNC(=O)COc2ccc(S(=O)(=O)N3CCOCC3)cc2C)cc1
  -8	13
COC(=O)[C@H]1[C@H](C(=O)OC)[C@@H](C(=O)OC)N(c2ccc(OC)cc2)[C@@H]1C(=O)OC
  -16	9
CSc1ccc(/C=N/N2CCN(Cc3ccc(C)cc3C)CC2)cc1
  -1	13
O=C1CC2(CON=C2c2ccc(F)cc2)C(=O)N1c1ccc(F)cc1 (centres undefined)
  -12	9
CC(=O)C1=C(O)C(=O)N(CCCN2CCOCC2)C1c1ccccc1[N+](=O)[O-] (centres undefined)
  -10	18
COc1ccc(CC(=O)Nc2ccc(C(=O)NC(C)(C)C)cc2)cc1
  10	13
CC(=O)NC(Cc1ccccc1)C(=O)OCC(=O)c1ccc(Cl)cc1 (centres undefined)
  -12	15
O=C(NO)C1CC2C=CC1C2 (centres undefined)
  -10	12
CCOc1ccc(NS(=O)(=O)c2ccc(C(=O)N3CCN(C(C)=O)CC3)cc2)cc1
  -17	10
COc1ccc(CSc2nnc(C)n2N)cc1[N+](=O)[O-]
  -5	22
CC(C)c1ccc(C2=C(O)c3ccccc3C(=O)C2=O)cc1
  -7	57
CCCCn1c(SCC(=O)NNC(=O)c2ccco2)nnc1-c1ccco1
  4	13
Cc1ccccc1NC1=C(Cl)C(=O)N(C2CCCCC2)C1=O
  -36	11
Cc1ccc(-n2ncc3c(=O)n(CC(=O)N4CCN(c5ccccc5)CC4)cnc32)cc1C
  -20	4
Cc1cc(SCC(=O)N(C)C2CCCCC2)nc2ccccc12
  -3	36*
CSc1ncc(CN2CCN(C3CCCC3)C(CCO)C2)cn1 (centres undefined)
  -19	8
COc1cccc2[nH]c(C(=O)NC(C)c3ccccc3)cc12 (centres undefined)
  -19	-11
CC1CCCC(C)N1C(=O)COC(=O)CCC(=O)c1ccc(F)cc1 (centres undefined)
  -23	2
Cc1nc2ccc(NS(=O)(=O)c3ccc(F)c(F)c3F)cc2s1
  -18	2
C[C@H](CO)N1C[C@H](C)[C@@H](CN(C)C)Oc2c(NS(=O)(=O)c3ccc(F)cc3)cccc2C1=O
  4	10
COc1ccc(NC(=O)C2C3CCC(O3)C2C(=O)O)c(C)c1 (centres undefined)
  -1	5

Arranged by SMILES length (high to low): some entries from above.
Order of results – OX1R antag-1	OX1R antag-2
COC(=O)[C@H]1[C@H](C(=O)OC)[C@@H](C(=O)OC)N(c2ccc(OC)cc2)[C@@H]1C(=O)OC
  -16	9
CC1CCCC(C)N1C(=O)COC(=O)CCC(=O)c1ccc(F)cc1 (centres undefined)
  -23	2
CSc1ccc(/C=N/N2CCN(Cc3ccc(C)cc3C)CC2)cc1
  -1	13
CSc1ncc(CN2CCN(C3CCCC3)C(CCO)C2)cn1 (centres undefined)
  -19	8

High-throughput results: PubChem, The Scripps Research Institute Molecular Screening Center
